# Bioassay records (PubChem)
# FLuc inhib CS: counter-screen for luciferase assay inhibitors: firefly luciferase inhibition | 200,000 compounds, 1.5% hits | inhibition, % at 10 µM | ATPLite firefly luciferase biochemical luminescence, 10 min;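 active = inhibition above about 50% when tested at 10 µM, limit read from the data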
# Target sequence (P08659 whole entry, looked up): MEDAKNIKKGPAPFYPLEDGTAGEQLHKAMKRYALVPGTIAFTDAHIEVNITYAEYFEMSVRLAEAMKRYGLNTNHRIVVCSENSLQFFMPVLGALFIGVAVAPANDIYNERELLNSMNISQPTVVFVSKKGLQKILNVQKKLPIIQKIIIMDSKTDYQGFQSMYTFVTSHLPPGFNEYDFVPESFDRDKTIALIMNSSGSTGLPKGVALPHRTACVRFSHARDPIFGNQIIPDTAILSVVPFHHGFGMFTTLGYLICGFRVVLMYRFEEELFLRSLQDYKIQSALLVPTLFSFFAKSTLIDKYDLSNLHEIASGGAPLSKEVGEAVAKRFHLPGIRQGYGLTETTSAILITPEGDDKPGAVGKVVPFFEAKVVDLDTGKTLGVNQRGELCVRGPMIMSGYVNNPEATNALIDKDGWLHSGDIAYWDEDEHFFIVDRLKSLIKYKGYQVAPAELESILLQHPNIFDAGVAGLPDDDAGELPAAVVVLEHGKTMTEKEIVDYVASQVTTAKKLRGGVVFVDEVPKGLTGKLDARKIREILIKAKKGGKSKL
# RAM inhibit: blocks the yeast RAM network. S. cerevisiae dse1pr::URA3 reporter, 5-FOA growth OD615, 2 d; analog-sensitive cbk1-as2 kinase mutant strain. inhibition, % at 50 µM. 190,000 compounds, 1.8% hits. AID 868;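 active = inhibition above a set limit, 3 SD over mean compound inhibition, cut at about 8.4% in these data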;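 note: 0% = DMSO-only wells with no growth and 100% = 10 µM 1-NA-PP1 full growth; inhibition rescues growth on 5-FOA so higher OD means more RAM inhibition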
# FLuc stim CS: affects firefly luciferase, flagging false hits in luciferase stimulation screens | activation factor at 10 µM | ATPlite luciferase biochemical, luminescence, 10 min; 0 = ATP-free wells, 1 = DMSO control | AID 1027 | 200,000 tested, under 10 active | P08659;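 active = luciferase activation factor, scaled between plate controls, of at least 2 with compound at 10 µM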
#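 Material: Luciferase/luciferin reagent mix | Doses: Test compounds dosed from 2 mM stocks in 100% DMSO | Timing: 10 min incubation after luciferase reagent addition, room temperature | Measured by: Luminescence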
# Lmaj promast: Leishmania major promastigote growth inhibition. Leishmania major promastigotes, resazurin fluorescence viability. inhibition, % at 10 µM. 200,000 compounds, 9% hits; in the data active = inhibition above about 50%;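 note: promastigotes grown with compound for 44 hours at 28 °C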
# TNAP inh hiacc: inhibitors of human TNAP at high phosphate acceptor concentration; P05186; purified TNAP, CDP-star luminescence, 1 M DEA; inhibition, % at 20 µM; 200,000 compounds, 0.03% hits; AID 1135;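 active = over 50% inhibition of tissue-nonspecific alkaline phosphatase at 20 µM in the single-dose screen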;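 note: plate controls were DMSO wells for no effect and EDTA-quenched wells as full inhibition for full effect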
# Target sequence (P05186 whole entry, looked up): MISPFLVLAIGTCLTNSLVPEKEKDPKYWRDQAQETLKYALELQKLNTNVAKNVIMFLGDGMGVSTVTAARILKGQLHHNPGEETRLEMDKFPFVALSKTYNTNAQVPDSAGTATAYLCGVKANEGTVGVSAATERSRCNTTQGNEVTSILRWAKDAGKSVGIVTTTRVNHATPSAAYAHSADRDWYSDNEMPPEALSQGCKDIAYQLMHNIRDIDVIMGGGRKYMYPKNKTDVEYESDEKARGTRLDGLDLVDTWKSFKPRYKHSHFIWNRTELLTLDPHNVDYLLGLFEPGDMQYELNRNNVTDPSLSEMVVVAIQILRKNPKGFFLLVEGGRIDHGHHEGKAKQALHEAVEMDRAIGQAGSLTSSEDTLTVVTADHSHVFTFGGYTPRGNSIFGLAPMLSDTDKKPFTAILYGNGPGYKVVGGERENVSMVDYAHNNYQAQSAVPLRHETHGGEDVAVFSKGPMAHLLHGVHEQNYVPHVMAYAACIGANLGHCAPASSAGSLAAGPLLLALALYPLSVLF
# TNAP inh noacc: TNAP (human) inhibition, acceptor-free conditions | P05186 | inhibition, % at 20 µM | 200,000 compounds, 0.26% hits | purified TNAP, CDP-star luminescence, 30 min;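 active = tissue-nonspecific alkaline phosphatase inhibition above about 50% at 20 µM in the single-dose screen, limit read from the data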;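 note: 0% = DMSO negative control and 100% = EDTA positive control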
# bIAP inhibitor: intestinal alkaline phosphatase (bovine) inhibition. inhibition, % at 20 µM. 190,000 tested, under 10 active. purified bovine IAP, CDP-star luminescence, 30 min. AID 1019;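 active = over 50% inhibition of intestinal alkaline phosphatase at 20 µM in the single-dose screen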
#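 System: purified bovine intestinal alkaline phosphatase (IAP) enzyme; Input: IAP diluted 1/65,000,000 in the well; Measured by: CDP-star luminescence signal; Compound dosing: 20 µM single dose; Incubation: 30 min reaction at room temperature.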
# TNAP act hi DEA: TNAP (human) activation, high acceptor | activation factor at 20 µM | purified TNAP, CDP-star luminescence, 1 M DEA, 30 min; hits give high values; 0 = EDTA background, 1 = DMSO-only activity | P05186 | 200,000 tested, under 10 active | AID 1136;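 active = activation factor at least 2 at 20 µM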
#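 Test system – human TNAP · Doses – 20 µM single point · Incubation – 30 min, room temperature · Signal – luminescent substrate turnover signal · Read-out basis – activation factor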
# bIAP act: intestinal alkaline phosphatase (bovine) activation; purified bovine IAP, CDP-star luminescence, 30 min; hits give high values; fold of DMSO-control signal, blank-subtracted; activation factor at 20 µM; 200,000 compounds, 0.17% hits; AID 1016;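 active = activation factor of 2 or more at 20 µM, a signal rise over negative controls twice the positive control's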
# APP 5UTR inh: APP translation inhibition; SH-SY5Y APP 5'UTR-luciferase reporter, luminescence; inhibition, % at 2 µM; 190,000 compounds, 0.82% hits;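 active = inhibition above a set limit, derived from the sample mean plus 3 SD, cut at about 45% in these data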; note: values of inactives mirror those of a sister screen read the other way
# Numbers without * were called inactive; . = not tested or not shown.
compound,FLuc inhib CS,RAM inhibit,FLuc stim CS,Lmaj promast,TNAP inh hiacc,TNAP inh noacc,bIAP inhibitor,TNAP act hi DEA,bIAP act,APP 5UTR inh
COc1ccc2nc(N3C(=O)CC(Cc4ccc(C)cc4)C3=O)sc2c1 (stereo not given),-3.5,3.2,1,75.7*,1.1,-3.6,11.1,1,0.9,2.0
Cn1c(=O)c(=O)n(C)c2cc(S(=O)(=O)N3CCCCCC3)ccc21,-6.2,3.5,1.1,2.5,-4.8,-7.0,3.1,1,1,2.1
C=CCn1c(SCc2ccc(C#N)cc2)nnc1-c1ccccc1,1.8,0.5,1,-2.2,-9.6,-12.3,10.9,1.1,0.9,-5.3
COc1ccc(Oc2c(Cl)cnn(-c3ccc(F)cc3)c2=O)cc1,0.2,-0.5,1,12.2,2.8,-1.4,14.7,1,0.9,3.1
Oc1c(Cl)cc(Cl)cc1/C=N/c1nccs1,-2.9,-1.3,1,-0.6,-6.3,-13.8,7.1,1.1,0.9,1.5
COc1ccc(NC(=O)c2cc3cc(OC)ccc3oc2=N)cc1,8.6,3.7,0.9,-4.0,-3.0,-9.9,6.5,1,0.9,-12.0
CC(NC(=O)c1cccnc1)C(=O)O (stereo not given),3.5,0.9,1,-8.8,-4.2,-7.5,-27.6,1,1.3,-11.9
CCCc1cc(C(=O)OC)c(NC(=O)CCC(=O)O)s1,-4.9,-0.6,1,-7.7,-0.5,-1.6,2.0,1,1,-24.2
CC(C)NC(=S)Nc1ccc2[nH]c(=O)[nH]c2c1,-7.3,2.7,1.1,3.2,-6.8,-10.6,11.5,1.1,0.9,6.8
Cc1occc1C(=O)NNC(=O)Nc1ccc(Cl)c(Cl)c1,-2.9,4.0,1,-3.7,-4.8,-21.3,4.2,1,1,-16.6
COc1ccc(C(CC(=O)NCc2ccccc2)Sc2n[nH]c(-c3ccc(Cl)cc3)n2)cc1 (stereo not given),-0.1,8.7*,1,52.4*,0.7,4.5,-6.1,1,1.1,12.8
CC(C)C(=O)NC(NC1CCS(=O)(=O)C1)C(Cl)(Cl)Cl (stereo not given),-5.6,0.8,1.1,-2.7,-4.0,-8.1,-17.7,1,1.2,4.0
CC(C)n1c(NCCO)nc2ccccc21,-1.4,1.0,1,6.5,-4.5,-5.7,-5.1,1,1.1,1.1
N#CNC(=Nc1ccccc1)SCc1ccc(C(=O)O)cc1,-3.1,5.5,1,-4.8,-3.4,-5.7,-3.4,1,1,10.7
O=C(Cn1ccc2ccccc2c1=O)N1CCN(c2cccc(Cl)c2)CC1,-6.8,5.3,1.1,-5.2,-5.3,-11.2,-5.4,1.1,1.1,6.9
O=C(Nc1ccc(Br)cc1)c1cnccn1,7.2,1.5,0.9,0.0,-0.9,-6.3,0.5,1,1,-23.0
CC(C)OC(=O)Cn1nc(C(F)(F)F)c2c1CCCC2,-2.8,0.8,1,-5.7,-1.6,0.5,-2.9,1,1,4.9
COc1ccnc(Oc2ccccc2)c1C(=O)N/C=N/OCc1ccccc1,-2.0,-0.1,1,7.0,-6.9,-12.1,7.6,1.1,0.9,13.2
Cc1cc(C(=O)CSc2nnnn2-c2ccccc2)c(C)n1CCc1ccccc1,-10.3,4.4,1.1,-5.6,-6.9,-20.2,19.7,1.1,0.8,-3.5
O=C(Nc1ccccc1Cl)N1C2CCC1CC(O)(c1cccnc1)C2 (stereo not given),-8.7,1.7,1.1,-5.1,-3.0,-6.5,-2.3,1,1,8.5
O=C(COC(=O)c1cc(S(=O)(=O)N2CCCCC2)ccc1Cl)NCc1ccco1,-2.5,0.4,1,7.8,-0.4,-5.6,-12.2,1,1.1,5.0
O=C(O)CCCNc1cc(N2CCC3(CC2)OCCO3)c2noc3c2c1C(=O)c1ccccc1-3,28.0,8.7*,0.7,16.3,14.1,28.8,19.8,0.9,0.8,-89.9
Oc1ccc(Cn2ccnc2)c2cccnc12,-3.5,2.0,1,99.1*,-4.6,-11.1,-21.7,1,1.2,-2.0
CCOC(=O)N1CCN(C(=O)c2ccc(C)c(S(=O)(=O)Nc3cccc(C)c3C)c2)CC1,-9.5,-1.3,1.1,98.2*,-2.9,-1.1,-1.5,1,1,-14.0
O=S(=O)(/N=C(/Nc1ccc(F)cc1F)c1ccc(Cl)cc1)c1ccccc1,-9.2,1.2,1.1,-3.6,-2.5,-7.6,0.1,1,1,-5.6
CCc1cc(=O)oc2cc(C)c(CN3CCCC(C)C3)c(O)c12 (stereo not given),-6.7,-0.3,1.1,2.1,-3.0,-4.7,3.1,1,1,-9.4
CSc1ccc(S(=O)(=O)Nc2ccc(F)cc2)cc1,-6.1,0.1,1.1,-0.4,-6.5,-16.5,6.7,1.1,0.9,-1.8
Cc1cc(C)cc(NC(=O)c2ccc([N+](=O)[O-])o2)c1,-5.6,-0.8,1.1,100.2*,-0.3,-9.4,0.4,1,1,70.7*
Cc1ccc(C(=O)CSc2nnc(CNc3ccc(F)cc3)o2)cc1,-1.5,5.0,1,-4.5,-1.3,-10.4,15.6,1,0.8,4.4
Cc1cc2c(ncn2C(C)C)c(N)c1C,-2.5,2.4,1,-5.7,-4.7,-31.5,9.5,1,0.9,.
COc1ccc(-c2nc3ccccc3nc2-c2ccccc2)cc1,-4.5,3.6,1,17.7,-3.9,-10.9,6.6,1,0.9,-7.0
CC(=O)Nc1cc(C(=O)N2CCc3ccccc3C2)ccc1Sc1ccc(F)cc1,-2.4,-0.1,1,-4.0,-3.7,-8.7,14.5,1,0.9,4.5
CC1CCN(CCCCOc2ccc(C(=O)c3ccccc3)cc2)CC1,-5.1,0.4,1.1,99.1*,-6.3,-14.8,2.2,1.1,1,-10.3
CC(=O)NCCC(=O)N1CCCC(C(=O)c2ccc3c4c(cccc24)CC3)C1 (stereo not given),-5.8,0.5,1.1,-1.2,-4.0,-6.1,-3.5,1,1,15.1
CC(C)Oc1ccccc1/C=N/Nc1ccccc1[N+](=O)[O-],-5.6,8.5*,1.1,7.2,28.8,19.8,12.0,0.7,0.9,4.0
Fc1ccccc1Sc1ccccc1CNC1=NCCN1,0.0,0.4,1,99.2*,-2.4,1.1,0.0,1,1,-13.8
Oc1c(Br)cc(C=Nc2ccc3nc(-c4ccccc4)[nH]c3c2)c(O)c1Br,55.9*,0.2,0.4,-1.5,6.6,20.4,-0.7,0.9,1,-69.8
Cc1[nH]nc2nc3c(c(OC(=O)c4ccccc4)c12)c(=O)n(C)c(=O)n3C,-3.0,-1.0,1,-2.9,-2.9,-11.2,4.2,1,1,-12.5
CN(O)/C=C/C(=O)c1ccc(Br)cc1,-5.1,-0.1,1.1,6.1,0.0,-13.6,-4.5,1,1,-31.8
Cc1ccc(NC(=O)CSc2nnc(-c3ccncc3)n2N)cc1C,-5.3,1.7,1.1,1.0,-0.1,7.2,10.1,1,0.9,-9.3
CC(=O)N(CCO)Cc1cc2cc(C)cc(C)c2[nH]c1=O,-0.7,1.1,1,0.3,4.4,-2.1,-0.8,1,1,-3.4
COC(=O)C1=C(C)NC(=O)NC1c1ccc(N2CCC(c3ccccc3)=N2)cc1 (stereo not given),-6.9,7.6,1.1,20.8,-16.4,-23.3,-2.0,1.2,1,-4.2
CC(=O)c1c(C)[nH]c(C(=O)OCc2nnc(-c3ccccc3)o2)c1C,-4.0,4.5,1,-1.3,-5.1,-12.4,17.1,1.1,0.8,5.8
O=C(COC(=O)C1CC1)NC(=O)NCc1ccccc1,-3.1,0.5,1,-8.2,-2.6,-12.4,2.9,1,1,-20.8
O=C1c2cccnc2C(=O)N1c1cccc(-c2nc3ccccc3o2)c1,3.9,2.1,1,-3.0,-3.9,-8.3,-3.3,1,1,-33.4
Cc1cccc(OCC(=O)Nc2ccccc2N2CCN(C(=O)C(C)C)CC2)c1C,-5.9,1.4,1.1,19.4,-3.9,-7.1,5.8,1,0.9,-13.3
O=C(Nc1cc(C(F)(F)F)ccc1Cl)C1CCN(c2nnc(-n3cccc3)s2)CC1,0.0,1.5,1,-2.0,-2.8,-9.5,8.5,1,0.9,4.3
CCOCCCNC(=S)N1CCC(C(=O)c2ccc3c(c2)OCCO3)CC1,2.2,2.0,1,17.4,2.0,-3.6,-12.4,1,1.1,-5.6
CCOc1ccccc1NC(=O)c1cc(C(=O)c2cc(OC)ccc2O)coc1=N,-4.3,1.6,1,9.6,7.1,-7.2,-2.8,0.9,1,-9.0
CC1CC(C)(C)NC(=S)N1CC(=O)NCc1ccc2c(c1)OCO2 (stereo not given),-3.1,1.8,1,2.2,2.4,-3.0,2.2,1,1,-10.3
CCNC(=S)N/N=C/c1cccc(OCc2c(F)cccc2Cl)c1,6.6,5.5,0.9,10.2,3.5,-1.6,-2.4,1,1,-11.0
O=C(Nc1nccs1)NC1CCCCC1,-3.0,1.3,1,0.6,-2.0,-10.0,11.0,1,0.9,-22.7
Cc1ccc(-n2c3nc(=O)[nH]c(=O)c-3cc3cc([N+](=O)[O-])ccc32)cc1,1.6,2.3,1,94.9*,7.1,6.8,-0.8,0.9,1,10.6
COc1ccc(C2OC(=O)CC2C(=O)NC2CCCC(C)C2C)cc1OC (stereo not given),-2.2,-0.3,1,-1.0,-1.2,-5.4,-0.5,1,1,-7.2
Cc1ccc(-n2nnnc2SCC(=O)Nc2c(C)n(C)n(-c3ccccc3)c2=O)cc1,-21.7,1.1,1.2,-6.6,-7.4,-7.5,3.4,1.1,1,-23.9
O=C1CN2C(=N1)N(Cc1ccccc1)c1ccccc12,-3.5,0.8,1,-3.2,1.8,-6.8,11.4,1,0.9,12.7
Cc1ccc(O)c(C(=O)c2cnc3c(c2)c(=O)n(C)c(=O)n3C)c1,4.2,0.6,1,-3.1,4.4,5.8,6.1,1,0.9,4.6
CCC(=O)n1nc(-c2cccnc2)nc1NCc1ccc(OC)cc1,-4.2,-0.2,1,1.7,0.9,18.5,-5.1,1,1.1,-10.6

# Reprinted at random: 3 entries already listed, in no set order.
compound,FLuc inhib CS,RAM inhibit,FLuc stim CS,Lmaj promast,TNAP inh hiacc,TNAP inh noacc,bIAP inhibitor,TNAP act hi DEA,bIAP act,APP 5UTR inh
Cc1ccc(-n2nnnc2SCC(=O)Nc2c(C)n(C)n(-c3ccccc3)c2=O)cc1,-21.7,1.1,1.2,-6.6,-7.4,-7.5,3.4,1.1,1,-23.9
CC(C)Oc1ccccc1/C=N/Nc1ccccc1[N+](=O)[O-],-5.6,8.5*,1.1,7.2,28.8,19.8,12.0,0.7,0.9,4.0
CC1CC(C)(C)NC(=S)N1CC(=O)NCc1ccc2c(c1)OCO2 (stereo not given),-3.1,1.8,1,2.2,2.4,-3.0,2.2,1,1,-10.3
